All columns: NCI-60 one-dose screen, growth in % after 48 h at 10 µM unless noted; 100 = growth as untreated, 0 = no growth, -100 = all killed.
HOP-92: HOP-92 NSCLC cells. 6.3% of 71,000 active
A549/ATCC: A549/ATCC NSCLC. 3.7% of 81,000 active
CCRF-CEM: CCRF-CEM leukemia. 7% of 77,000 active. AID 1794778
HOP-62: HOP-62 NSCLC; 3.9% of 80,000 active
RPMI-8226: RPMI-8226 leukemia cells | AID 1794781 | 7.5% of 77,000 active
SR: SR leukemia cells; 8.7% of 73,000 active
MOLT-4: MOLT-4 leukemia cells. 6.9% of 80,000 active. AID 1794779
EKVX: EKVX NSCLC; 3% of 71,000 active
Starred values were filed as active, the others as inactive; / = no result given; & = joins results of further samples; [ ] = remark or other dose. How the source made its calls: active means growth percent below 10; inactive means the rest.

Start of the data: the first 11 entries, to show the layout:
SMILES	HOP-92	A549/ATCC	CCRF-CEM	HOP-62	RPMI-8226	SR	MOLT-4	EKVX
CC1(C)CC(=O)C2=C(C1)OC1=C(C(=O)CC(C)(C)C1)C2c1ccc(OCc2cn(-c3ccc(F)cc3F)nn2)cc1	107	84	85	116	93	59	77	99
O=C(/C=C/c1ccccc1)c1ccc([N+](=O)[O-])cc1	96	98	125	112	96	70	86	91
CN(C)/C(=C/C(=O)c1ccccc1)C(=O)c1ccccc1	94	103	95	97	/	92	98	100
COc1cc(C(=O)[C@H]2COC(=O)C[C@@H]2c2ccc(OC(C)=O)c(OC)c2)ccc1OC(C)=O	93	85	97	77	104	91	91	101
N#CCCC(CCC#N)(CCC#N)C(=O)c1ccccc1	82&95	102&90	106&99	92&105	105&99	106&97	113&110	106&111
CCC1=NC(CC)(CC)SC1C (stereo not given)	/	105	89	101	/	/	92	101
CCC1C(=O)NC(=O)SC1c1ccccc1 (stereo not given)	93	81	94	87	96	98	66	100
CC(C)n1nc(C#Cc2cccc(NC(=O)c3cccc(C(F)(F)F)c3)c2)c2c(N)ncnc21	-34*	-14*	12	-38*	-12*	/	2.6*	1.5*
N#CCCC1(CCC#N)c2ccccc2-c2ccccc21	70	92	79	89	91	85	121	106
Cn1c(=O)[nH]c2ccccc2c1=O	143	100	108	100	112	100	122	72
CCCCCCN(CCCCCC)C(C)=O	/	96	96	124	101	100	112	104

Main list, previewed entries included:
SMILES	HOP-92	A549/ATCC	CCRF-CEM	HOP-62	RPMI-8226	SR	MOLT-4	EKVX
CC1(C)CC(=O)C2=C(C1)OC1=C(C(=O)CC(C)(C)C1)C2c1ccc(OCc2cn(-c3ccc(F)cc3F)nn2)cc1	107	84	85	116	93	59	77	99
O=C(/C=C/c1ccccc1)c1ccc([N+](=O)[O-])cc1	96	98	125	112	96	70	86	91
CN(C)/C(=C/C(=O)c1ccccc1)C(=O)c1ccccc1	94	103	95	97	/	92	98	100
COc1cc(C(=O)[C@H]2COC(=O)C[C@@H]2c2ccc(OC(C)=O)c(OC)c2)ccc1OC(C)=O	93	85	97	77	104	91	91	101
N#CCCC(CCC#N)(CCC#N)C(=O)c1ccccc1	82&95	102&90	106&99	92&105	105&99	106&97	113&110	106&111
CCC1=NC(CC)(CC)SC1C (stereo not given)	/	105	89	101	/	/	92	101
CCC1C(=O)NC(=O)SC1c1ccccc1 (stereo not given)	93	81	94	87	96	98	66	100
CC(C)n1nc(C#Cc2cccc(NC(=O)c3cccc(C(F)(F)F)c3)c2)c2c(N)ncnc21	-34*	-14*	12	-38*	-12*	/	2.6*	1.5*
N#CCCC1(CCC#N)c2ccccc2-c2ccccc21	70	92	79	89	91	85	121	106
Cn1c(=O)[nH]c2ccccc2c1=O	143	100	108	100	112	100	122	72
CCCCCCN(CCCCCC)C(C)=O	/	96	96	124	101	100	112	104
O=C(NNc1ccccc1)c1ccccc1Cl	89	77	47	94	91	102	81	91
COc1c(F)cc(-n2c(C(=O)N3CC(F)C3)cc3cccnc32)cc1F	83	113	99	98	95	97	98	103
Cc1ccccc1N1CCN(C(=O)Cc2ccc(OCC(=O)Nc3ccc(Cl)cc3)cc2)CC1	73	76	71	82	70	52	72	72
CCNC1=CC(=O)c2ncccc2C1=O	145	-55*	77	-43*	66	51	53	73
COc1cccc(-c2nc3sccn3c2-c2ccnc(NCCNS(=O)(=O)c3ccc(Cl)cc3)c2)c1	66	71	49	99	37	/	47	60
COc1ccccc1C1OC2=C(Nc3ccccc3N2)C1=O (stereo not given)	79	97	94	94	97	93	93	98
CCCC(C)c1cc([N+](=O)[O-])cc([N+](=O)[O-])c1O (stereo not given)	/	96	75	101	52	95	84	84
Nc1nc2ccc(Br)cc2o1	91	101	98	91	98	92	98	111
COc1cccc(/C=C2\COc3ccc(-c4ccccc4)cc3C2=O)c1	-3.6*	37	-33*	-32*	-31*	/	-28*	100
COc1cc2c(cc1OC)C(Sc1ccc(C)cc1)c1c(nc(N)c(C#N)c1N)O2 (stereo not given)	-32*	-38*	2.1*	-1.6*	-19*	-4.6*	-9.1*	-84*
c1ccc2c3c([nH]c2c1)C(c1ccc2c(c1)OCO2)c1c([nH]c2ccccc12)C3c1ccc2c(c1)OCO2 (stereo not given)	/	102	107	99	98	90	88	87
CCCSc1nc2c(c(=O)n(C)c(=O)n2C)n1C	89	106	97	107	95	111	82	114
O=C(CCc1n[nH]c(=S)o1)c1nc2ccccc2[nH]1	69	101	95	106	93	/	88	95
COc1ccc(C(=O)c2cc(OC)c(C)c(OC)c2)cc1OC(=O)CCl	76	28	12	30	28	13	14	64
O=C(CN1C=NC2C(N3CCOCC3)=NC=NC21)c1ccc(Br)cc1 (stereo not given)	106	103	105	103	/	104	105	98
COC1=C(NCc2ccc3c(c2)OCO3)C(=O)C(OC)=C(NCc2ccc3c(c2)OCO3)C1=O	/	91	118	86	105	97	117	99
CCOC(=O)/C(C#N)=C/c1ccc(Cl)cc1	91	111	110	112	100	107	94	94
CSc1nc(-c2ccc(Cl)cc2)c(C#N)c(N2CCOCC2)n1	79	89	90	84	82	77	90	85
Cn1c(=O)c2c(nc(Sc3nc(-c4ccccc4)c(C#N)c(=O)[nH]3)n2CC(=O)Nc2ccc(S(N)(=O)=O)cc2)n(C)c1=O	85	99	104	101	104	124	120	99
Cc1ccc(NC(=O)Nc2sc3c(c2C#N)CCCC3)cc1	113	95	96	120	100	113	103	96
O=C1C=CC(=O)N1c1ccc(Nc2ccccc2)cc1	98	100	20	99	/	89	95	100
OCCNc1oc(-c2ccccc2)nc1[P+](c1ccccc1)(c1ccccc1)c1ccccc1	-23*	46	9.8*	24	3.9*	1.4*	10	24
COCc1cc(C)nc2sc(-c3snnc3C)c(N)c12	61	96	90	103	101	63	79	/
CC(N)(C(=O)O)c1ccccc1 (stereo not given)	92	89	86	109	98	112	93	113
COC(=O)c1c(-c2ccccc2)c(-c2ccccc2)[nH]c(=O)c1C#N	94	104	95	98	115	/	110	95
COc1cccc(-c2nc3sccn3c2-c2ccnc(NCCNS(=O)(=O)c3ccccc3)c2)c1	22	10	10	37	-27*	/	12	30
CCc1c(C(=O)NC)[nH]c(C)c1C(C)=O	93	89	100	93	97	88	100	99
CC1=Nc2cccc3cccc(c23)N=C(C)C1	/	115	97	90	87	129	111	112
c1cc(C2=N[C@@H]3c4ccccc4C[C@@H]3O2)nc(C2=N[C@@H]3c4ccccc4C[C@@H]3O2)c1	101	104	102	100	/	101	106	89
CCOC(=O)C1=C(C)Nc2nc3ccccc3n2C1c1cccc(Br)c1 (stereo not given)	99	81	/	74	/	25	69	80
COc1ccc(/C=C2/SC(=S)NC2=O)c(OC)c1OC	37	80	77	69	79	72	90	66
N#CC1C=Cc2ccccc2N1C(=O)c1ccccc1 (stereo not given)	19	111	79	99	104	19	103	114
CC(C)CCCC(C)C1CCC2C3CC=C4CC(OC(=O)CCl)CCC4(C)C3CCC12C (stereo not given)	96	92	96	100	101	97	105	114
Cc1cc2cn3c4ccc(O)cc4[nH]c(=O)c3c2cc1C	/	3.2*	-7.5*	12	-37*	-16*	-18*	41
COc1cc2c(c(OC)c1OC)COC2=O	98	112	110	109	111	105	114	105
N[C@H]1C[C@@H](C(=O)O)CC1=C(C(F)(F)F)C(F)(F)F	101	94	99	104	105	96	94	104
CC(C)(CCl)c1ccc(C(C)(C)CCl)cc1	91	96	106	101	102	106	116	/
Cc1cc2c(n1-c1ccccc1)CSCC2=O	36[100 µM]	95[100 µM]	/	70[100 µM]	36[100 µM]	71[100 µM]	80[100 µM]	52[100 µM]
CC1(c2ccccc2)Nc2ccccc2-c2nc3ccccc3n21 (stereo not given)	28	92	85	86	78	46	86	/
N#CCCN1CCN(CCC#N)C1=S	/	97	111	108	111	/	103	102
CCC(=O)N1C/C(=C/c2ccc(OC)cc2)C(=O)/C(=C/c2ccc(OC)cc2)C1	/	32	-5.3*	21	-16*	-11*	11	/
COc1ccccc1N1CCN(C(=O)c2ccc3nc(NC(=O)c4ccc(NCCc5ccccc5)c([N+](=O)[O-])c4)sc3c2)CC1	82	91	78	83	92	3.7*	95	89
Cc1ccc(NC(=O)Nc2cccnc2)cc1NC(=O)Nc1cccnc1	/	31	58	117	43	31	67	82
COc1ccc(-c2nc(SCc3nc4ccccc4[nH]3)nc(Nc3ccc(C(=O)O)cc3)c2C#N)cc1	97	88	91	102	100	91	99	105
O=C1Nc2ccccc2C(c2c[nH]c3ccccc23)N1Cc1ccccc1 (stereo not given)	85	90	96	90	85	80	67	84
COc1ccc(-c2ccc(SCC(=O)Nc3nc4ccccc4[nH]3)nn2)cc1	91	93	97	102	77	80	99	86
CCCn1c(=N)c(S(=O)(=O)c2ccccc2)cc2c(=O)n3ccccc3nc21	90	85	106	95	103	91	98	92
O=c1[nH]cc(CCCO)c(=O)[nH]1	90	90	101	102	97	103	96	/
CSC(c1ccccc1)=[N+]1CCOCC1	100	108	99	100	101	92	104	/

Continued.
SMILES	HOP-92	A549/ATCC	CCRF-CEM	HOP-62	RPMI-8226	SR	MOLT-4	EKVX
NS(=O)(=O)c1ccc(C(=O)NN2C(=O)c3cccc4cc([N+](=O)[O-])cc(c34)C2=O)cc1	102	104	109	101	103	93	99	99
CC(=O)Nc1ccc(-c2nc(-c3cccc(O)c3)c(-c3ccnc(Br)c3)[nH]2)cc1	62	102	24	88	/	48	32	96
CN1CC(C(O)C(O)C(O)CO)OC1C(NC(=O)c1ccccc1)[P+](c1ccccc1)(c1ccccc1)c1ccccc1 (stereo not given)	102	98	99	98	95	98	102	98
COc1cc(C=C2C(=O)NC(=S)NC2=O)cc(CN2CCCCC2)c1O	78	108	103	96	102	105	103	105
CCCCOCCOC(=O)CCCCCC1CCCCC1	107	100	103	104	104	100	93	112
CCN(CC)CCCCNc1ccc(NCCCCN(CC)CC)c2c1C(=O)c1ccccc1C2=O	55	57	79	101	48	/	63	100
COc1ccc(-n2c(=S)sc3c(=O)[nH]c(C)nc32)c(OC)c1	95	96	100	86	111	/	103	104
CCN(CC)C(=O)C1=C(C)NC(=O)NC1c1ccc2c(c1)OCO2 (stereo not given)	109	106	104	105	102	105	104	99
CN1CCN(C(=O)[C@]23CCC(C)(C)C[C@@H]2C2=CC[C@@H]4[C@@]5(C)CCCNC(C)(C)[C@@H]5CC[C@@]4(C)[C@]2(C)CC3)CC1	72	96	96	105	81	32	85	97
CCOC(=O)c1noc2c1CCc1c-2cn(Cc2ccc(OC)cc2)c1-c1ccc(O)cc1	95	83	95	84	88	91	72	99
NNc1nnc2nc(Nc3ccccc3)nc(Nc3ccc(S(N)(=O)=O)cc3)n12	119	105	92	111	99	93	105	99
NCc1nnc(CCC(=O)c2nc3ccccc3[nH]2)o1	/	104	93	107	100	95	99	96
COc1ccc(C2=NN(C(C)=O)C(c3ccc(N4CCN(Cc5ccccc5)CC4)cc3)C2)cc1 (stereo not given)	76	85	96	99	78	98	77	83
C=C1CC[C@H]2[C@@](C)(CCC3OC(c4ccc(OCc5cn(C6CC(OC(C)=O)C(OC(C)=O)C(COC(C)=O)O6)nn5)cc4)OC[C@]32C)[C@@H]1/C=C/C1=CCOC1=O (stereo not given in full)	66	83	66	85	41	51	62	52
O=C(Cn1c(Cc2cccc3ccccc23)nc2ccccc21)N/N=C/c1ccccc1O	78	104	99	94	86	/	82	/
O=C(Nc1cccc(Cn2c(=O)[nH]c3ccc(Oc4ncccn4)cc3c2=O)c1)c1cccc(F)c1	61	70	76	79	52	/	55	79
CC(COc1ccccc1)OC=O (stereo not given)	98	85	101	102	112	106	98	100
CCOC(=O)c1[nH]c2c(OCC)nc(OCC)nc2c1Br	109	106	98	113	102	120	100	124
Nc1nc(C(=O)N/N=C/c2ccc([N+](=O)[O-])cc2)nn1-c1ccc(S(N)(=O)=O)cc1	92	97	/	88	106	/	106	97
Nc1nc2ncc(CNc3ccc(C(=O)N[C@@H](CCC(=O)O)c4nn[nH]n4)cc3)nc2c(=O)[nH]1	88&78	100&107	106&103	94&101	104&98	101&11	95&47	106&93
Cc1cccc2cc(-c3cc4ccccc4[nH]3)/c(=N\NC(=O)c3ccc(Cl)cc3)oc12	84	100	93	82	/	127	105	103
O=c1c2c(c(=O)n1O)c1c3ccc[nH]c3nc1c1nc3[nH]cccc3c12	80	79	29	83	94	32	44	93
O=C1c2cc3c(cc2-c2c1c1ccc(F)cc1c(=O)n2CCCN1CCOCC1)OCO3	68	34	20	19	46	4.4*	3.6*	82
CN1C(=O)C2(Nc3ccccc3S2)c2cc(OC(F)(F)F)ccc21 (stereo not given)	101	96	84	129	69	229	69	98
Cc1onc(-c2ccccc2)c1NC(=O)OC(C)c1cccnc1 (stereo not given)	102	107	97	95	98	87	97	/
Cc1cc(-c2cc(C)c(N)cc2C)c(C)cc1N	46	107	90	93	/	45	100	115
O=C(c1ccccc1)c1c(C(F)F)n([O-])c2ccccc2[n+]1=O	39	92	69	99	65	62	63	80
N#CC(c1ccccc1)C(CC(=O)c1ccccc1)c1ccccc1 (stereo not given)	85	82	81	95	81	68	63	92
O=C(CN1C(=O)NC(c2ccccc2)(c2ccccc2)C1=O)c1ccc(F)cc1	/	106	102	103	/	/	/	93
CC1CCC(C(C)(C)C)C(O)C1 (stereo not given)	/	102	96	99	100	93	101	105
CCCCN(CCCC)CC(O)CN(CCCC)CCCC	87	104	110	105	106	97	108	108
NC(Cc1ccccc1F)C(=O)O (stereo not given)	106	110	81	105	102	114	108	118
O=C(Cn1nnc(N2CCOCC2)n1)N/N=C/c1ccccc1Cl	98	91	/	108	98	116	105	102
